Jurkat NFkB inh = inhibitors of induced NF-kB luciferase reporter, primary screen, TCR NF-kB activation inhibitor project, cell-based, luminescence, uHTS; hit rate 0.53% among 330,000; inhibition, % at 4 µM; Jurkat, PMA/ionomycin-induced NF-kB luciferase reporter; in the data active means inhibition above about 50%
CCR6 antag = CCR6 receptor antagonists, primary screen, cell-based, CHO-K1, luminescence, beta-arrestin, uHTS | C-C chemokine receptor type 6 (Homo sapiens), P51684 | CHO-K1 CCR6 PathHunter beta-arrestin, CCL20-stimulated | inhibition, % at 20 µM | hit rate 0.49% among 340,000 | AID 493098, 2011;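 active means compounds whose inhibition of the agonist-driven luminescence signal at 20 µM reaches about 50%, limit read from the data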;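 further: cells stimulated with CCL20 at 14 nM final; plate controls were DMSO with CCL20 for no effect and DMSO without agonist for full effect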
XBP1 UPR activ = activators of adaptive XBP1 UPR arm, primary screen, cell-based, CHO-XBP1 luciferase reporter, luminescence, uHTS; IRE1-XBP1 UPR activation; percent of tunicamycin response, DMSO as zero; activation, % at 20 µM; hit rate 0.33% among 330,000; AID 463104, 2010;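 active means versus positive control, 20 µM dose yields 30% or more activation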;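 further: 100% = tunicamycin at 10 µg/mL and 0% = DMSO only wells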
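Material: CHO cell line with stable XBP1 luciferase reporter; schedule: 16-18 h cell attachment at 37 °C, then 6 h compound exposure; signal: glow luminescence from Steady-Glo reagent; medium: serum-containing F12 medium, 10% FBS; benchmarks: tunicamycin 10 µg/mL and vehicle-only wells; read-out: percent activation relative to tunicamycin reference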
CXCR6 inh = CXCR6 receptor inhibitors, primary screen, cell-based, beta-arrestin, luminescence, CHO-K1 PathHunter, 1536-well; C-X-C chemokine receptor type 6 (Homo sapiens), O00574; inhibition, % at 20 µM; hit rate 0.36% among 360,000; AID 602244, 2012; in the data active means inhibition above about 34%, passing the limit was not always enough;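 further: antagonist mode with CXCL16 agonist at 10 nM final; 0% = 10 nM CXCL16 with DMSO and 100% = unstimulated wells without agonist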
EBI2 block = EBI2 receptor antagonists, beta-arrestin recruitment, primary screen, cell-based, luminescence, 7a,25-OHC stimulation, uHTS; G-protein coupled receptor 183 (Homo sapiens), P32249; 7a,25-OHC stimulated; inhibition, % at 5 µM; hit rate 0.81% among 360,000; in the data active means inhibition above about 38%;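 further: enzyme fragment complementation signal reports receptor beta-arrestin coupling in cells; 0% = agonist plus DMSO wells and 100% = wells without agonist; some results beyond the cut were filed as inactive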
CHOP UPR activ = activators of apoptotic CHOP UPR arm, primary screen, cell-based, CHO-CHOP luciferase reporter, luminescence, uHTS | UPR activation; percent of tunicamycin response over DMSO baseline | activation, % at 10 µM | hit rate 0.34% among 330,000;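 active means at 10 µM dose, activation of 40% or more, normalized to positive control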;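 further: 100% = tunicamycin at 10 µg/mL and 0% = DMSO alone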
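System: CHO-CHOP luciferase reporter cell line | Buffer or medium: F12 medium containing 10% fetal bovine serum | Doses: One dose, 10 µM in 0.5% DMSO | Times: 6 h compound exposure at 37 °C after overnight seeding | Signal: Luciferase luminescence | Read-out: % activation vs tunicamycin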
Mdm2-MdmX inh = inhibitors of human Mdm2-MdmX association, primary screen, cell-based, luminescence, split luciferase, SaOS-2, uHTS. SaOS-2 split-luciferase Mdm2/MdmX complementation. inhibition, % at 8 µM. hit rate 3% among 330,000;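 active means inhibition of at least 50% at 8 µM in the primary screen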
Target sequence (O15151 whole entry, looked up): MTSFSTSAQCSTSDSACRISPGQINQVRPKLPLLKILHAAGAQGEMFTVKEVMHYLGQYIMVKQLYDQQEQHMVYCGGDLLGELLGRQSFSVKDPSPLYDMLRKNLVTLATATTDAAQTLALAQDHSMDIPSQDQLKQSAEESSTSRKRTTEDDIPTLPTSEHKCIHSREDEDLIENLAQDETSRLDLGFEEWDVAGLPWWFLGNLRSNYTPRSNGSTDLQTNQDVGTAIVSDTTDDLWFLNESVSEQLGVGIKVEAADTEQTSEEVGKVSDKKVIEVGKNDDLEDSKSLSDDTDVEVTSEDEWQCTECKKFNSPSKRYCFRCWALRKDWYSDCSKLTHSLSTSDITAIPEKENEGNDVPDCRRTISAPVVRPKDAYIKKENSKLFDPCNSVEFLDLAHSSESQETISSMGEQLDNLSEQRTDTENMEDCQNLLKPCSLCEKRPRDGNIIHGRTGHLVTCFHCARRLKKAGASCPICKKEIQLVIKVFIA
Target sequence (Q00987 whole entry, looked up): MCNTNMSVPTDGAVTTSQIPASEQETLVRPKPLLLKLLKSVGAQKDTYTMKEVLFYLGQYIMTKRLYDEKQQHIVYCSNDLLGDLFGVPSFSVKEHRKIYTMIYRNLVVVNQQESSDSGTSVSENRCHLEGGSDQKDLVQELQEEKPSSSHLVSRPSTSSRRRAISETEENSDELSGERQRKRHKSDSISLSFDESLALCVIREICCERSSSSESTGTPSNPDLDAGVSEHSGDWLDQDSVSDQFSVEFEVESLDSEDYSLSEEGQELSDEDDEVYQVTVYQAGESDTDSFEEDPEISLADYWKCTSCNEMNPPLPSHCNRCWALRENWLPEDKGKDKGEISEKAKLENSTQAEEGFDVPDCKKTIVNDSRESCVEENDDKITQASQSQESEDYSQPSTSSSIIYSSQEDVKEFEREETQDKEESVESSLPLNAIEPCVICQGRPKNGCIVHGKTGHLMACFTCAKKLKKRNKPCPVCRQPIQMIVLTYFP
Gli-Sufu block = Gli-Sufu pathway antagonists, primary screen, luciferase luminescence, Sufu-KO-LIGHT cells, uHTS | Sufu-KO-LIGHT fibroblasts, Gli luciferase reporter luminescence | inhibition, % at 5 µM | hit rate 0.74% among 340,000;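 active means inhibition above about 55%, limit read from the data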;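 further: 0% = DMSO-treated cells and 100% = wells with medium but no cells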
697 NFkB inh = inhibitors of PMA/ionomycin-induced NF-kB reporter, 697 cells, primary screen, B-cell NF-kB inhibitor project, cell-based, luminescence, uHTS. hit rate 0.33% among 330,000. 697 B-cell NF-kB luciferase reporter, 16 h. inhibition, % at 4 µM. AID 435022, 2010; in the data active means inhibition above about 35%
* = called active by the depositor; . = not tested or not shown.

SMILES | Jurkat NFkB inh | CCR6 antag | XBP1 UPR activ | CXCR6 inh | EBI2 block | CHOP UPR activ | Mdm2-MdmX inh | Gli-Sufu block | 697 NFkB inh
O=C(CC1Nc2cccc3cccc(c23)NC1=O)Nc1ccc(F)cc1 (configuration not stated) | 5 | -18 | -3 | -27 | -4 | 1.3 | 15 | -1 | 1
CC(C)(C)S(=O)(=O)N1Cc2cc(CO)cc(CCO)c2[C@H]1CCO | . | 0 | . | -9 | -5 | . | . | -2 | .
CC1CCN(C(=O)CSc2nnc3c(n2)[nH]c2ccc(F)cc23)CC1 | 10 | 9 | -3 | -3 | 12 | -0.2 | 6 | -10 | -12
COc1ccc(-n2c(O)c(/C=N/Nc3nc(C)cc(C)n3)c3ccccc3c2=O)cc1OC | 2 | 73* | 1 | 37* | 2 | 0.8 | 49 | 29 | 13
CC(C)(C)c1ccc(OCCCC(=O)Nc2cccc(S(=O)(=O)N3CCOCC3)c2)cc1 | 17 | 10 | -2 | -5 | -4 | 0.3 | 22 | -8 | -30
Cc1ccc(C(=O)CSc2nnc3c4ccccc4nc(C(C)(C)C)n23)cc1 | 22 | 10 | -2 | 1 | 0 | -2.3 | 20 | 2 | -32
CSc1cccc(NC(=O)C2CCCN(c3ncnc4c3nc3n4CCCCC3)C2)c1 (configuration not stated) | 3 | 11 | -9 | -4 | 16 | -0.8 | 57* | 15 | -7
Cc1[nH]c(=S)c(C#N)c(C)c1Cc1ccccc1 | 11 | -5 | 2 | 5 | 3 | -0.2 | 11 | 8 | 15
COc1ccccc1NC(=O)Cn1cnc2c(cnn2-c2ccc(C)c(C)c2)c1=O | 3 | 11 | -1 | -1 | 7 | 0.5 | 15 | -20 | 6
O=C(NCc1ccc(C(F)(F)F)cc1)C1CC(c2ccccc2C(F)(F)F)=NO1 (configuration not stated) | -8 | 4 | -1 | 2 | 4 | 0.3 | 11 | 16 | 14
CNc1nc2[nH]c(=O)c3c(c2s1)OC(N)=C(C#N)C3c1cccc(F)c1 (configuration not stated) | -2 | 9 | 0 | 0 | 1 | 1.5 | 4 | -12 | -39
COC(=O)CCCC(=O)NC1CCCN(C2Cc3ccccc3C2)C1 (configuration not stated) | 12 | 8 | -6 | 5 | 1 | -0.1 | 25 | 9 | 2
Cc1cccc(C)c1NC(=O)N1CC=C(n2c(=O)[nH]c3ccccc32)CC1 | 10 | -29 | -4 | -1 | 6 | 0.5 | -7 | -22 | 2
Cc1ccc(S(=O)(=O)N(C)CC(=O)N2CCCCCCC2)cc1 | 19 | 12 | -2 | 6 | -17 | 1.3 | -9 | -4 | 3
Cc1cc2ccccn2c1C(=O)c1nc(N2CCOCC2)ncc1Cl | -7 | -5 | -2 | 0 | 3 | -0.2 | 20 | -5 | -2
COc1ccc(-c2nc(SCC(=O)Nc3c(F)cccc3F)n[nH]2)cc1 | -11 | 7 | -3 | 0 | 6 | 0.4 | 13 | -3 | 7
Cc1ccc(NC(=O)c2ccc(CNc3c(N4CCC(C)CC4)c(=O)c3=O)cc2)cc1 | 16 | 11 | 0 | 8 | 10 | -0.4 | 22 | 23 | 50*
C#CCOCCOCCOCCNc1nc(N2CCN(C(=O)[C@H](CCCCN)n3cc(C(N)CO)nn3)CC2)nc(N2CCN(C(=O)[C@H](CCC(=O)O)n3cc(C(N)[C@H](C)CC)nn3)CC2)n1 (some centres not stated) | 6 | . | 0 | . | . | 1.9 | 11 | . | 5
Cc1c(CN(C)C)c2c(n1C)C(=O)c1ccc(Br)cc1-2 | 25 | 7 | 0 | 1 | 6 | -0.7 | 16 | 3 | 1
COC(=O)c1ccc(C(=O)OC)c(NC(=O)COC(=O)c2ccc(OC)c(OC)c2OC)c1 | 1 | 9 | 3 | 12 | 3 | -0.2 | -5 | -5 | 1
CCNc1nc2nonc2nc1NCC | 2 | 17 | -4 | 0 | -8 | 1.1 | 19 | 24 | 10
O=C(CNS(=O)(=O)c1ccc(Br)cc1)NCc1ccncc1 | 14 | 6 | 1 | -11 | 0 | -1.3 | 15 | -8 | 10
O=C(NC(Cc1ccccc1)c1ccc2c(c1)OCCCO2)c1ccccc1 (configuration not stated) | -1 | -1 | 0 | 1 | -25 | -1.1 | -29 | 2 | 14
COCCNC(=O)c1ccc(CS(=O)(=O)c2ccccc2C)o1 | 5 | 6 | -1 | 0 | 5 | -1.1 | 8 | 13 | 5
O=C1C(Cl)=C(NCC2CCCO2)C(=O)N1c1cccc(Cl)c1Cl (configuration not stated) | 3 | 1 | 0 | 6 | 7 | -3.1 | 3 | 7 | 8

One compound at a time, as listed above. Screens in order: Jurkat NFkB inh, CCR6 antag, XBP1 UPR activ, CXCR6 inh, EBI2 block, CHOP UPR activ, Mdm2-MdmX inh, Gli-Sufu block, 697 NFkB inh
Entry for CC(C)(C)S(=O)(=O)N1Cc2cc(CO)cc(CCO)c2[C@H]1CCO : ., 0, ., -9, -5, ., ., -2, .
Entry for Cc1[nH]c(=S)c(C#N)c(C)c1Cc1ccccc1 : 11, -5, 2, 5, 3, -0.2, 11, 8, 15

Just Gli-Sufu block and CCR6 antag (4 entries from above):
| mol | Gli-Sufu block | CCR6 antag |
| --- | --- | --- |
| CNc1nc2[nH]c(=O)c3c(c2s1)OC(N)=C(C#N)C3c1cccc(F)c1 (configuration not stated) | -12 | 9 |
| COC(=O)CCCC(=O)NC1CCCN(C2Cc3ccccc3C2)C1 (configuration not stated) | 9 | 8 |
| Cc1cccc(C)c1NC(=O)N1CC=C(n2c(=O)[nH]c3ccccc32)CC1 | -22 | -29 |
| Cc1ccc(S(=O)(=O)N(C)CC(=O)N2CCCCCCC2)cc1 | -4 | 12 |

Remaining list, next part:
SMILES | Jurkat NFkB inh | CCR6 antag | XBP1 UPR activ | CXCR6 inh | EBI2 block | CHOP UPR activ | Mdm2-MdmX inh | Gli-Sufu block | 697 NFkB inh
Cn1c(CN2CCOCC2)nnc1SCC(=O)Nc1ccc([N+](=O)[O-])cc1O | -22 | 14 | -1 | 12 | 8 | 1.8 | 1 | -10 | 0
O=C(CSc1nnnn1-c1ccc(Cl)cc1)NC1CCS(=O)(=O)C1 (configuration not stated) | -3 | -1 | 3 | -2 | -5 | 1.9 | -4 | 7 | 0
CCOC(=O)N1CCN(S(=O)(=O)/C=C/c2ccccc2)CC1 | -1 | -24 | 1 | 4 | -2 | -0.2 | 19 | 4 | 12
O=C(Cc1cccc2ccccc12)N/N=C/c1ccc2cccc(O)c2n1 | 1 | 9 | -2 | -3 | -1 | 1.0 | 21 | -1 | 28
COc1ccc(-c2nc3c(-c4ccc(F)cc4)cnn3cc2C)cc1F | 8 | 16 | 1 | 9 | 23 | 2.9 | 8 | 4 | -14
COCc1ccc(CN2CCC(n3nccc3NC(=O)C(OC)c3ccccc3)CC2)o1 (configuration not stated) | -6 | 5 | -2 | 1 | -11 | -1.5 | 20 | 5 | -6
Cc1ccc(C(=O)CC(C(=O)O)P(=O)(c2ccccc2)c2ccccc2)cc1 (configuration not stated) | 5 | -14 | 0 | -5 | 7 | -0.1 | 3 | 5 | 8
Cc1nnc(SCC2CCCO2)n1-c1ccccc1 (configuration not stated) | -13 | -1 | 0 | -3 | -4 | 0.2 | -25 | -4 | -3
C#CCNC(=O)C1=C[C@H](c2ccc(Br)cc2)[C@@H](CCCO)[C@H](OCC)O1 | -7 | 5 | -4 | 0 | -6 | -0.8 | -38 | 6 | -17
O=C(CN1CCCC1)Nc1ccc(NC(=O)Nc2ccccc2Cl)cc1 | -70 | -8 | 7 | 4 | 0 | 3.7 | -47 | 2 | -44
COC(=O)c1nc2ccccc2s1 | -14 | -3 | 1 | -4 | -2 | 2.1 | -12 | 0 | -23
Cc1ccccc1NC(=O)c1nc(S(C)(=O)=O)ncc1Cl | 6 | 28 | -11 | 35 | 24 | 17 | 39 | 1 | -19
NC(=O)COC(=O)/C=C/c1ccccc1[N+](=O)[O-] | -5 | 2 | -2 | 1 | 3 | 0.1 | -16 | -1 | -2
Cc1cnc(C)c(N2CCN(Cc3cn(C)nc3-c3cccc(Cl)c3)CC2)n1 | -1 | 2 | -1 | -6 | 3 | -0.4 | 13 | 3 | -15
COC(=O)[C@]1(Cc2ccccc2)N[C@H](c2ccc(-c3ccc4c(c3)OCO4)cc2)[C@@H]2C(=O)N(C)C(=O)[C@@H]21 | 7 | 4 | 0 | -1 | 21 | 3.3 | 43 | 11 | 3
CCC1(CC)Cc2ccccc2C(=O)N1 | -2 | 6 | -2 | -5 | 0 | -1.6 | -5 | -6 | 18
CC(C)(C)c1ccc(-n2ncc3c2CCCC3NC(=O)CCn2cncn2)cc1 (configuration not stated) | 0 | 6 | -5 | 1 | -1 | -1.4 | 6 | 8 | -31
CC(C)Cc1cc(C(=O)NCc2ccco2)no1 | -52 | 5 | -1 | -5 | -8 | 2.5 | -64 | -24 | -50
CCC(=O)Nc1cccc2ccccc12 | 15 | 4 | -1 | -7 | -2 | 1.6 | 13 | -2 | 9
Cn1ncc(N=Cc2c(O)ccc3ccccc23)c1C(=O)Nc1cccc(Cl)c1 | 4 | -6 | 99* | -5 | 10 | 17 | 61* | -8 | 1
CC(=O)N1CCN(c2ccc(S(=O)(=O)N3CCCCC3)cc2[N+](=O)[O-])CC1 | -1 | 4 | -5 | -6 | -3 | 0.7 | 18 | 1 | 5
COc1ccc(CCNc2cc(C)nc3c(-c4ccccc4)cnn23)cc1OC | -49 | 13 | -3 | -11 | 1 | 7.5 | 68* | -25 | -173
CCOC(=O)c1c(SCCN2CCCC2)n(-c2ccccc2)c(=S)n(-c2ccccc2)c1=O | . | 105* | . | 88* | 26 | . | . | -1 | .
Cc1nc(N)[nH]c(=O)c1CCCNc1ccc(CCCCC2(CCl)OCCO2)cc1 | . | 5 | . | -5 | -5 | . | . | -1 | .
O=C(NC(N1CCCC1)C(Cl)(Cl)Cl)c1ccccc1 (configuration not stated) | 0 | -5 | 0 | 4 | -8 | 2.2 | 14 | -1 | 7
COc1nccc(Nc2ccccc2)c1C#N | 7 | -3 | 1 | 0 | 3 | -2.3 | 4 | -3 | -1
COc1cc(O)c(C(CC(=O)N2CCN(c3ccccc3)CC2)c2cc(OC)c(OC)c(OC)c2)c(OC)c1 (configuration not stated) | 6 | 21 | -2 | -4 | 3 | -0.6 | -8 | -7 | 23
COc1cccc(C(=O)NCC(=O)n2nc(C)cc2C)c1 | -5 | -7 | 1 | -6 | -10 | -0.2 | 10 | 2 | -1
CN1CCC(OC(=O)c2cccc(Cl)c2)CC1 | -17 | 7 | -1 | 2 | 5 | 0.3 | 0 | 9 | -8
COC(=O)c1ccccc1NC(=O)c1cc[n+]([O-])cc1 | 2 | 11 | -3 | 3 | -1 | -0.5 | 12 | -14 | 16

697 NFkB inh: hit marks shown above
Molecule	Jurkat NFkB inh	CCR6 antag	XBP1 UPR activ	CXCR6 inh	EBI2 block	Mdm2-MdmX inh	697 NFkB inh
Cc1ccc(NC(=O)c2ccc(CNc3c(N4CCC(C)CC4)c(=O)c3=O)cc2)cc1	16	11	0	8	10	22	50*

High-throughput results from PubChem BioAssay.
